Source: PubChem (several laboratories)
Yeast growth inh – chemicals that inhibit yeast BB579 growth in restrictive medium (lifespan-shortening candidates) | 140,000 tested, 0.51% active | S. cerevisiae BB579 growth, OD615, 48 h | inhibition, % at 10 µM;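 active = inhibition above a set limit, 3 SD over the mean compound inhibition, cut at about 44% in these data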; note: inactives centre near -24
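Assay system – yeast BB579 (DeaD) · Dosing – single compound dose of 10 µM, 0.25% DMSO final · Detection – OD615 turbidity measurement · Buffer or medium – CSMM-D restrictive synthetic medium containing dextrose (glucose) · Benchmarks – positive control amphotericin B 10 µg/mL · Incubation – 48 h exposure, 30 °C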
Measles CPE – protection of cells from measles virus; 140,000 tested, 1.5% active; protection (pct of control), % at 4 µM; AID 841; Measles virus-infected cells, CPE protection, absorbance; in the data active = protection mostly above about 24%, no sharp cut-off; inactive = mostly below about 26%; note: some compounds called inactive have numbers as strong as hits
GALR2 antag – antagonists of human galanin receptor 2 (GALR2); O43603; GALR2-expressing cells, antagonist mode; inhibition, % at 4 µM; 140,000 tested, 0.39% active; in the data active = inhibition above about 27%;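 note: cells stimulated with galanin 1-16 at roughly its EC80; 0% = agonist challenge control and 100% = basal control without agonist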
Target sequence (O43603 whole entry, looked up): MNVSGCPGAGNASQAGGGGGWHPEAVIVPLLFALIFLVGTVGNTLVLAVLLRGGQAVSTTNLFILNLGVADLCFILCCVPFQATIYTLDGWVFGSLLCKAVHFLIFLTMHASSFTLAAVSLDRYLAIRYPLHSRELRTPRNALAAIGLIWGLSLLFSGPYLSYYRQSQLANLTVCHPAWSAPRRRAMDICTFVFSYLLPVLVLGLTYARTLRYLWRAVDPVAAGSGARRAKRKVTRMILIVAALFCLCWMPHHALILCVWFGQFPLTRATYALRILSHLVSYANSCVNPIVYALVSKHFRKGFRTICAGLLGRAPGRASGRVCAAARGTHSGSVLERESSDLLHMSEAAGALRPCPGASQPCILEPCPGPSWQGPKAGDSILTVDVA
Yeast lifespan up – yeast lifespan extension; S. cerevisiae growth with nicotinamide, OD615; deaD strain in restrictive glucose medium; 130,000 tested, 0.68% active; inhibition of the nicotinamide effect, % at 10 µM;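 active = inhibition above a set limit, placed 3 SD over the median of all compounds, cut at about 26% in these data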;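 note: 0% = nicotinamide-treated wells and 100% = cells grown without nicotinamide; some compounds called inactive have numbers as strong as hits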
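Assay system: DeaD-strain S. cerevisiae. Medium: CSMM-D glucose medium, restrictive. Reagent: nicotinamide, 1.5 mM, co-present with compound. Compound: 10 µM single point, 0.25% DMSO. Schedule: culture preincubation 4 h, compound exposure 48 h, both 30 °C. Detection: absorbance at 615 nm.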
HCT116 PTEN-null – suppresses growth of cells with PTEN deletion. HCT116 PTEN-null viability, CellTiter-Glo, 60 h; active compounds read low. viability, % at 10 µM. 140,000 tested, 1.2% active;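 active = viability at or below a set limit, 4 SD under the median of all tested compounds, cut at about 3.7% in these data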;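 note: PTEN knockout HCT116 line with beta catenin targeted HCT116 as companion control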
bCat KO growth – beta-catenin-lacking colon tumor cell growth suppression. HCT116 beta-catenin knockout viability, CellTiter-Glo, 60 h; active compounds read low. viability, % at 10 µM. 140,000 tested, 1.5% active. AID 818;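 active = viability at or under a set limit, the compound median less 4 SD, cut at about 6% in these data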;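 note: 0% = Hyamine 1622 control at 20 µM and 100% = untreated cell control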
Phagocyt inh – blocks phagocytosis by macrophages. J774A.1 macrophage IgG-bead phagocytosis, imaging. inhibition, % at 5 µM. 110,000 tested, 0.07% active. AID 1029;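 active = inhibition above the mean of the plate negative controls plus 5 SD, cut at about 13% in these data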;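 note: phagocytic index as fraction of beads internalized from green versus red external bead signal; plate controls were DMSO negative control for no effect and cytochalasin-D positive control for full effect; some results beyond the cut were filed as inactive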
MRP-1 activ – activators of MRP-1 | H69AR cells + doxorubicin, viability rescue, CellTiter-Glo | viability increase, % at 10 µM | 140,000 tested, 0.61% active | AID 799;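 active = viability gain under doxorubicin at or above a set limit, the compound median plus 3 SD, cut at about 4.7% in these data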;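 note: MRP-1 overexpressing cells given doxorubicin 25 µM after compound pretreatment; 18-22 h compound pretreatment then 72 h with doxorubicin before readout; 0% = doxorubicin-only wells and 100% = vehicle-treated cells without doxorubicin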
NPY Y2 blocker – NPY-Y2 (human) receptor antagonism | 140,000 tested, 0.99% active | inhibition, % at 2.7 µM | NPY-Y2 expressing cells, antagonist mode | P49146; in the data active = inhibition above about 17%;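 note: 0% = vehicle with agonist challenge and 100% = reference antagonist with challenge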
Target sequence (P49146 whole entry, looked up): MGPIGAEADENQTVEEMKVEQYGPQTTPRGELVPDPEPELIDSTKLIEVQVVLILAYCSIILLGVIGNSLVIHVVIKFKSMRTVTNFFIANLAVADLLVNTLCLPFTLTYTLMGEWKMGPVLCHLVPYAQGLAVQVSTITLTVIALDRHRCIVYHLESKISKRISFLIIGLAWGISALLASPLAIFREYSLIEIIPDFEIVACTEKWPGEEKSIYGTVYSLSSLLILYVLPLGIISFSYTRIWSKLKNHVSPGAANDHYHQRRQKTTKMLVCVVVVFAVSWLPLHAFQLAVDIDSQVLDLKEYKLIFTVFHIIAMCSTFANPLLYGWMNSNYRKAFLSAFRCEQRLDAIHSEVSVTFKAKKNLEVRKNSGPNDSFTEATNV
E-sel TNF inh – TNF alpha driven E-selectin expression inhibition. AID 1246. 120,000 tested, 0.71% active. inhibition, % at 2 µM. HUVEC TNFa-induced E-selectin immunofluorescence, high content;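 active = inhibition above the batch mean plus 3 SD, and confirmed as a hit on visual image review, cut at about 43% in these data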;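 note: 0% = TNF-stimulated DMSO wells and 100% = unstimulated control wells; not every result past the cut was called active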
Starred values were filed as active, the others as inactive; · = not tested or not shown.

SMILES	Yeast growth inh	Measles CPE	GALR2 antag	Yeast lifespan up	HCT116 PTEN-null	bCat KO growth	Phagocyt inh	MRP-1 activ	NPY Y2 blocker	E-sel TNF inh
COC(=O)C1=C(C(=O)OC)C2(OC1c1ccccc1C)C(=O)c1ccccc1C2=O (centres undefined)	-29.1	5.3	17.9	·	101.8	97.2	·	1.0	2.9	-17.1
C/C(=C\C(=O)C(F)(F)F)Nc1ccc(C)cc1	-19.0	3.7	-10.9	-2.0	93.3	89.1	-2.3	-2.0	3.6	-1.8
Cc1[nH]nc2c1C(=O)CCC2	-45.9	24.1	5.6	5.2	86.9	86.4	-0.5	-0.4	0.5	8.7
CCN1CCN(C(=O)Cn2c(=O)sc3ccccc32)CC1	-31.8	1.5	·	-6.8	99.6	103.3	-0.1	-2.2	·	·
Nc1nc(-c2ccccc2Br)cs1	-6.2	31.0	-14.6	-8.0	87.6	91.2	·	0.1	2.0	-10.0
Cc1ccc(NS(=O)(=O)c2ccc(NC(=O)CSc3ccc(Cl)cc3)cc2)c(C)c1	-10.1	12.0	-11.3	-14.6	88.6	95.2	·	-0.3	-3.4	33.0
COc1ccc(CCN2C(=O)NC(NC(=O)C(C)(C)C)(C(F)(F)F)C2=O)cc1OC (centres undefined)	-7.8	21.9	11.5	0.7	98.8	98.4	-10.8	0.1	3.1	·
O=C(NCc1ccco1)c1ccccc1NS(=O)(=O)c1ccc(Br)s1	-45.5	5.5	8.8	47.7	79.1	74.0	·	-1.1	1.3	7.5
Cn1ccnc1SCC(=O)Nc1cccc2ccccc12	11.1	34.2	-3.9	-16.9	91.7	105.3	2.9	-1.6	2.9	19.5
O=C(C1CCC(=O)N1Cc1ccccc1Cl)N1CCN(c2cccc(Cl)c2)CC1 (centres undefined)	-41.9	2.8	-18.4	-21.5	73.2	66.6	0.9	-2.1	7.9	10.5
CC(C(=O)NCc1ccccc1)N1C(=O)CN(C)C(=O)c2ccccc21 (centres undefined)	-13.5	5.3	-7.1	-4.9	94.4	96.3	0.3	-0.1	3.1	-16.1
O=C(NC1CCCC1)C1C2C=CC3(CN(Cc4cccs4)C(=O)C13)O2 (centres undefined)	-32.9	5.4	-5.0	2.5	95.7	96.6	·	0.2	2.3	-23.2
O=C1CC(c2ccccc2Cl)C2=C(COC2=O)N1 (centres undefined)	-25.5	·	-22.3	-17.3	109.0	107.2	-1.5	-0.9	-3.4	-21.4
Cc1ccc(C2=[N+]([O-])C3(CCCCC/C3=N\O)N(O)C2(C)C)o1 (centres undefined)	-22.9	32.5	12.4	-1.0	101.7	97.0	-0.1	-1.8	-0.3	-28.8
CC(=O)Oc1cccc(N2C(=O)c3ccccc3C2=O)c1	-7.5	5.1	5.3	-2.0	101.8	96.1	·	-1.1	-2.3	·
O=C(CSc1ncccc1-c1nc2ccccc2[nH]1)NC1CC1	-30.9	6.5	-4.0	-16.4	93.3	98.9	0.9	-1.9	-0.6	20.5
Cc1ccc(NC(=S)NN(C)c2cc(C)nc(C)n2)cc1	-13.4	13.8	-11.5	-1.1	90.7	90.7	-0.1	-1.2	1.7	·
COCCN(C(=S)Nc1cccc(OC)c1)C1CCN(C(C)=O)CC1	24.8	3.1	-3.2	0.6	107.4	102.0	-11.8	0.4	0.0	8.3
Cn1cccc1CC(=O)NNC(=S)Nc1ccc(F)cc1	-32.3	11.9	14.7	4.3	98.0	95.2	-2.9	-1.7	-0.5	·
COc1ccc(Nc2ncc(C(=O)N3CCC(C(N)=O)CC3)c3ccccc23)cc1	4.3	2.9	2.5	2.8	102.4	91.0	·	-1.9	0.6	-9.6
CS(=O)(=O)Nc1ccccc1C(=O)N1CCOCC1	-22.7	24.4	-11.8	-8.1	108.3	111.4	-2.4	-0.4	0.1	-11.4
CCCc1nc2ccccc2c(C(=O)O)c1CC	-17.0	0.8	11.1	-23.5	97.6	90.0	·	-2.7	1.6	-20.0
NC(=O)c1ccccc1NS(=O)(=O)Cc1ccccc1	-13.4	12.8	-8.8	-14.4	102.1	98.7	-0.3	-2.1	2.7	-7.2
O=C(COC(=O)C12CC3CC(CC(O)(C3)C1)C2)NC(=O)NCc1ccco1	-8.6	1.7	-5.4	-13.7	109.0	96.5	-0.6	-1.4	-3.3	·
CCc1c(C)nc2[nH]nc(-c3ccccc3)n2c1=O	-5.1	15.2	3.0	-18.4	101.8	88.1	0.6	-1.1	3.7	·
O=C(c1ccc(COc2c(F)c(F)cc(F)c2F)o1)N1CCN(c2ccccc2)CC1	-17.8	15.4	3.6	·	78.2	62.0	·	-2.6	4.9	-3.5
O=C(N/N=C/c1cccc(O)c1)c1cc(-c2ccc3c(c2)OCO3)n[nH]1	-53.9	21.1	0.1	2.5	69.5	72.9	·	-3.1	2.8	-2.0
C=CCOc1ccc(C(=O)N(Cc2ccc(N(C)C)cc2)C2CCS(=O)(=O)C2)cc1 (centres undefined)	-23.4	10.5	-22.2	-3.5	89.0	89.5	3.1	-3.0	4.0	·
COC(=O)C(NC(=O)c1ccco1)(Nc1cc(C)ccn1)C(F)(F)F (centres undefined)	-27.3	11.4	-6.3	·	96.0	90.8	·	-3.0	1.4	-7.2
CCN1C(=O)/C(=C/c2c(C)nn(C)c2C)SC1=S	-22.6	22.5	-12.6	-10.8	89.6	85.6	1.2	-2.0	10.2	-22.8
Cc1ccc(OCCN2C(=O)CSC2=O)cc1	-19.4	6.3	8.6	-4.8	103.3	96.6	0.7	3.1	3.6	-2.9
Cc1nc(N2CCN(Cc3ccccc3)CC2)nc2c1C(=O)CCC2	-22.6	7.3	3.3	-27.8	76.9	78.5	-1.0	-2.7	-0.1	-1.5
CCOC(=O)c1cc(-c2ccccc2)sc1NC(=O)C(C)N1C(=O)c2ccccc2C1=O (centres undefined)	-38.3	27.9	-2.5	2.2	95.6	99.3	-5.2	2.6	1.6	·
Cc1cc(C)c(S(=O)(=O)NCc2cn3c(C)csc3n2)c(C)c1	-26.3	3.7	3.5	-3.9	90.3	89.5	-1.9	-2.1	-0.6	-28.2
Cc1sc2nc3ccc(NCc4ccco4)nn3c(=O)c2c1C	-46.6	9.2	4.1	-12.3	17.7	27.0	4.4	-2.4	1.0	-32.8
O=C(Nc1ccc(S(=O)(=O)Nc2nccs2)cc1)c1cc(-c2ccccc2)nc2ccccc12	-19.1	8.6	-5.8	1.1	86.4	89.4	-4.7	-1.2	2.2	-2.1
CC(=O)c1cccc(N(C(=O)c2ccco2)C(C(=O)NC2CCCC2)c2ccncc2)c1 (centres undefined)	-59.7	5.7	15.7	-5.1	111.6	107.7	-2.4	-0.7	3.2	8.8
CCOc1ccccc1C(=O)NC1CC2CCCC(C1)N2C1CC1 (centres undefined)	-41.7	4.5	4.1	-18.3	89.4	102.3	0.0	-4.0	1.4	19.6
COc1ccc(C(=O)CN2CCN(S(=O)(=O)c3cccc([N+](=O)[O-])c3)CC2)cc1OC	-14.3	7.7	-6.6	-1.1	78.8	79.8	-6.7	-2.5	0.2	·
CCCN(CC1CC1)C(=O)COC(=O)c1ccc(CNS(=O)(=O)c2ccc(F)c(Cl)c2)cc1	-11.4	22.1	1.8	3.4	92.8	93.8	-8.6	-1.0	-0.2	·

Copied from the entries so far for reference:
SMILES	Yeast growth inh	Measles CPE	GALR2 antag	Yeast lifespan up	HCT116 PTEN-null	bCat KO growth	Phagocyt inh	MRP-1 activ	NPY Y2 blocker	E-sel TNF inh
O=C(COC(=O)C12CC3CC(CC(O)(C3)C1)C2)NC(=O)NCc1ccco1	-8.6	1.7	-5.4	-13.7	109.0	96.5	-0.6	-1.4	-3.3	·
CCc1c(C)nc2[nH]nc(-c3ccccc3)n2c1=O	-5.1	15.2	3.0	-18.4	101.8	88.1	0.6	-1.1	3.7	·

Other entries follow:
SMILES	Yeast growth inh	Measles CPE	GALR2 antag	Yeast lifespan up	HCT116 PTEN-null	bCat KO growth	Phagocyt inh	MRP-1 activ	NPY Y2 blocker	E-sel TNF inh
CCC1(C)Cc2nc3[nH]c(=S)n(-c4ccccc4)c(=O)c3cc2CO1 (centres undefined)	-8.0	29.5	-4.0	6.7	87.2	88.0	·	-2.7	4.0	·
CCNc1nc(NC(C)C)nc(Oc2ccc(OCCOc3ccccc3)nn2)n1	-7.4	13.9	-0.2	-18.6	67.6	71.5	-2.6	-2.6	1.3	13.1
CC(=O)c1c(C)oc2c1C(=O)c1ccccc1C2=O	62.5*	10.8	4.2	-7.0	1.9*	2.6*	-7.0	-4.6	4.1	·
Cc1ccc(CN2CCc3c(OCc4ccc(F)cc4)cccc3C2=O)cc1	0.8	4.2	-1.5	-5.6	97.1	94.7	-8.8	1.0	11.3	10.8
CCn1c(CCNC(=O)c2ccc(Cl)cc2)nnc1SCC(=O)NC1CCCC1	-0.7	8.2	8.6	-16.5	101.1	99.9	1.3	0.7	2.5	-10.7
CCC(=O)c1ccc(OCC(O)Cn2cnc3ccccc32)cc1 (centres undefined)	5.3	-0.8	2.5	-11.3	79.9	92.2	0.9	-4.0	1.4	8.8
COC(=O)c1ccccc1NC(NC(=O)c1ccco1)C(=O)c1ccc(C)cc1 (centres undefined)	-54.0	0.8	-4.1	-9.1	75.4	75.5	1.2	-0.5	-0.1	6.1
CS(=O)(=O)C1=C(O)C(=O)N(c2ccccc2)C1c1ccccc1 (centres undefined)	-22.9	4.8	2.4	7.0	108.1	90.6	-4.7	-1.0	-0.4	-16.6
CCOc1ccc(NC(=O)c2ccc3nccnc3c2)cc1	-48.2	2.9	-17.4	-13.0	108.3	105.7	0.2	0.9	-1.9	·
CCOC(=O)CN(C(=O)CSc1nnc(-c2ccncc2)n1CCCN(C)C)c1ccccc1	5.9	20.6	-12.3	-4.1	102.8	106.1	-1.4	-0.5	0.9	-4.6
CC(=O)NC(C)c1nc2ccccc2n1C(C)C (centres undefined)	-28.9	2.0	6.2	-5.7	105.8	100.4	-0.2	-0.6	2.0	·
CCOC(=O)C1=C(O)c2ccccc2C(=O)/C1=C\c1ccc(CC)cc1	-17.7	10.2	22.3	22.7	67.8	74.3	2.0	-2.3	2.8	-13.2
CN(C)NC(=S)Nc1ccc(Cl)cc1	-28.8	9.6	-12.3	-3.8	101.9	97.0	1.7	0.1	-2.2	-8.6
O=C1OC2(CCCCC2)OC(=O)C1=CNc1nccs1	-16.2	32.9	11.7	25.1	99.8	96.5	-0.2	-0.5	1.2	·
Cc1nc(NC(=O)/C=C/c2ccccc2)sc1C(=O)Nc1ccccc1Cl	-78.4	5.2	-2.9	-19.4	100.6	110.5	·	-0.4	0.3	-40.5
COc1cc(/C=N/Nc2nn3cnnc3c3ccccc23)ccc1O	-39.5	10.1	2.4	-33.1	59.4	64.9	·	-3.8	0.7	·
Cc1cccc2cc(CN(Cc3nnnn3C3CCCCC3)C3CCCC3)c3nnnn3c12	-39.6	28.4	2.8	1.7	57.9	63.4	·	-4.3	0.6	17.6

Structures listed so far that bear a hit mark in Yeast growth inh.
Structure	Yeast growth inh	Measles CPE	GALR2 antag	Yeast lifespan up	Phagocyt inh	NPY Y2 blocker	E-sel TNF inh
CC(=O)c1c(C)oc2c1C(=O)c1ccccc1C2=O	62.5*	10.8	4.2	-7.0	-7.0	4.1	·
